Compound activity deposited in PubChem BioAssay by National Center for Advancing Translational Sciences (NCATS).
PI4K2A block: PI4K2A (human) kinase inhibition | purified PI4K2A, ADP-Glo luminescence, 1 h; stronger effect = lower value | activity change, negative = inhibition, % at 76.9 µM | Q9BTU6 | 0.13% of 420,000 active; in the data active = activity change below about -50%; inconclusive = mostly about -30% to -49%;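 note: -100% = wells without enzyme as full effect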
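Compounds are screened against recombinant PI4K2A using PI as substrate and ATP, the latter dispensed at 300 microM. Reactions run one hour at ambient temperature before ADP-Glo detection; full inhibition defined by wells lacking enzyme.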
D2 antag: antagonists of human D2 dopamine receptor | inhibition, % at 10 µM | 2% of 340,000 active | AID 485344 | P14416 | HEK293 TREx D2 cells, calcium flux, dopamine EC80; in the data active = inhibition above about 30%; note: 0% is about no effect
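Measurement of antagonist activity uses fluorescent calcium dye in inducible HEK293 T-REx D2 cells: 10 s baseline, compound addition with 180 s read, EC80 dopamine addition with a further 180 s read.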
TRHR PAM: allosteric enhancers of human TRH receptor; 0.66% of 360,000 active; enhancement, % at 2 µM; TRHR cells, fluo-8 calcium fluorescence, EC20 TRH enhancement; P34981; AID 493056; in the data active = enhancement above about 30%; note: 0% is about no effect
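Enhancer read-out: after compound pinning and an initial kinetic agonist-mode read, an EC20 of TRH (10 nM final) was injected and fluo-8 calcium signal (Ex 480/Em 530) followed at 1 s/cycle for 100 cycles in TRHR-expressing cells.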
TRHR ag: activates the human TRH receptor | P34981 | TRHR cells, calcium flux fluo-8, FDSS agonist mode | activation, % at 2 µM | 0.18% of 360,000 active | AID 493084; in the data active = activation above about 30%; note: 0% is about no effect
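TRHR-expressing cells, plated overnight in medium with 10% serum, were loaded with fluo-8 calcium dye at room temperature. After a 10 s baseline, library compound was pin-added and calcium release was recorded kinetically (ex 480/em 530) as agonist response.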
TrxR1 substrate: is turned over as a substrate by rat TrxR1 | O89049 | purified TrxR1 substrate turnover, NADPH consumption readout | Potency, µM (highest dose often 114 µM), inactives show top-dose activity change, negative = substrate turnover | 0.01% of 390,000 active | AID 588456; note: potency is the fitted concentration of half-maximal effect; % is set by controls: 0 for no effect and ±100 for the full control effect; nearly all actives have a fitted effect of over 50% in size
Target sequence (O89049 whole entry, looked up): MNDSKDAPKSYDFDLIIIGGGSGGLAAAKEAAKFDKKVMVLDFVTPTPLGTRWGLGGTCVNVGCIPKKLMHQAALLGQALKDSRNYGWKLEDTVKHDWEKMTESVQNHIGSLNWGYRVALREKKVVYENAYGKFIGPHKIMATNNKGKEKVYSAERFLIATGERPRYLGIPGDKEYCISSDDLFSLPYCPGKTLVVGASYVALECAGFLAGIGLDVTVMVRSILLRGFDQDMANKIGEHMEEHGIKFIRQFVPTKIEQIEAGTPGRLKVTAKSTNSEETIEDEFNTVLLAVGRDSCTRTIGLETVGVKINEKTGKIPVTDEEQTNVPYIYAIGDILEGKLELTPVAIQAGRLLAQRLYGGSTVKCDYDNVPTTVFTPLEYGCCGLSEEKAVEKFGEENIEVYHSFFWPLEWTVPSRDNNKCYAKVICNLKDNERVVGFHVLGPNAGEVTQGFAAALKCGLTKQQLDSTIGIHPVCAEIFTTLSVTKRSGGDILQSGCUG
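Rat TrxR1, dispensed at 90 nM, was prereduced with 400 uM NADPH (final) for 5 min at ~22 deg C, then incubated with compound 15 min before 400 uM selenite. A first-read NADPH fluorescence drop versus no-compound background flagged substrates.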
D2 agonist: activates the human D2 dopamine receptor; AID 485358; 0.53% of 340,000 active; activation, % at 2 µM; HEK293 T-REx D2 cells, calcium flux agonist mode; P14416;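 active = activation over 3 SD above normal in the single-dose calcium agonist read, cut at about 30% in these data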; note: 0% is about no effect
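Tetracycline-induced HEK293 Trex cells with D2 receptor force-coupled to calcium signaling, plated overnight at 30 C and loaded with no-wash calcium dye. Calcium flux read kinetically for 180 s after compound addition; responses flag agonists.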
TrxR1 inh: blocks rat thioredoxin reductase 1; O89049; recombinant rTrxR1, NADPH fluorescence consumption, selenite substrate; Potency, µM (series often up to 114 µM), for the others: at the highest dose activity change, negative = inhibition, actives largely listed as inhibitors; 1% of 390,000 active; AID 588453; note: potency is the fitted concentration of half-maximal effect; % is set by controls: 0 for no effect and ±100 for the full control effect; nearly all actives have a fitted effect of over 65% in size
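Rat TrxR1 (90 nM in the dispensed reagent) was pre-reduced with 400 uM NADPH for 5 min at room temperature, then incubated with compound for 15 min. After 400 uM selenite was added, NADPH fluorescence (Ex 340/Em 450 nm) was followed for 8 min.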
IDH1 R132H inh: inhibitors of human mutant IDH1 R132H. IDH1-R132H enzyme, NADPH consumption, diaphorase/resazurin fluorescence. O75874. 0.093% of 390,000 active. AID 602179. Potency, µM (top dose mostly 76.6 µM), without a hit: at the highest dose activity change, negative = inhibition, actives largely listed as inhibitors; note: potency is the fitted concentration of half-maximal effect; % is set by controls: 0 for no effect and ±100 for the full control effect; nearly all actives have a fitted effect of over 65% in size
Target sequence (O75874 whole entry R132H, stated change not applied): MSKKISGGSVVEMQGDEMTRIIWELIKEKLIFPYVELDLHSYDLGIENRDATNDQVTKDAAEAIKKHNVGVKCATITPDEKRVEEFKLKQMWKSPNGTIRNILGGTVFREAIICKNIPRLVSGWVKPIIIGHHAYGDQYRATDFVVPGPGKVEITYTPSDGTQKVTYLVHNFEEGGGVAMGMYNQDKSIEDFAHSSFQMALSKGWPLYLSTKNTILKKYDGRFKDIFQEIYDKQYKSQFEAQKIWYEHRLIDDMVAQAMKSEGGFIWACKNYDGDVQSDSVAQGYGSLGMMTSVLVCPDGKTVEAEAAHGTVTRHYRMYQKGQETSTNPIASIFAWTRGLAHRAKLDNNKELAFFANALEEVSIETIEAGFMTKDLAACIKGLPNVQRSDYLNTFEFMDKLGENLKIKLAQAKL
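IDH1-R132H (0.5 ug/mL) preincubated 30 min with compound, then NADPH (0.016 mM) and alpha-KG (2 mM) added; 80 min at RT, pH 7.5. Remaining NADPH coupled via diaphorase/resazurin to fluorescence (540/590 nm); concentration-response curves normalized to no-enzyme control.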
USP1-UAF1 inh: USP1/UAF1 (human) deubiquitinase inhibition | O94782 | recombinant USP1/UAF1, Ub-Rhodamine cleavage fluorescence | Potency, µM (titrated, usually from 57.1 µM), for inactives: at the top dose activity change, negative = inhibition, hits mostly inhibitors | 0.23% of 390,000 active | AID 743255; note: potency is the fitted concentration of half-maximal effect; % is set by controls: 0 for no effect and ±100 for the full control effect; nearly all actives have a fitted effect of over 60% in size; inactives centre near -12
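1 nM enzyme complex + cpd, 15 min RT; start with Ub-Rho 150nM final; kinetic fluorescence ex 480/em 540, 6 reads q60 s. Buffer 50mM HEPES pH 7.8, 0.5mM EDTA, 0.1 mg/ml BSA, 1mM TCEP, 0.01% Tween-20.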
Starred values were filed as active, the others as inactive; ? = inconclusive; · = not tested or not shown; & = joins results of further samples; [ ] = another dose, or the depositor's remark. Unless noted, calls come from the whole dose curve; as a rule, active = well fitted inhibition curve with a large enough effect; inconclusive = small, poorly fitted or top-dose-only effect; inactive = no such curve, though single readings can be large or run the other way.

smiles,PI4K2A block,D2 antag,TRHR PAM,TRHR ag,TrxR1 substrate,D2 agonist,TrxR1 inh,IDH1 R132H inh,USP1-UAF1 inh
COc1ccc(CCNC(=O)c2cc(S(=O)(=O)N3CCCCC3)c[nH]2)cc1OC,4,16,18,0.1,1%[57.1 µM],-0.6,10%[57.1 µM],11%,-19%
COC(=O)C1=C(C)N(CCc2ccccc2)C(=O)C1(NS(=O)(=O)c1ccc(NC(C)=O)cc1)C(F)(F)F (centres undefined),0,-12,0,-0.6,-3%,0.1,?,7%,-10%
CCOC(=O)c1[nH]cnc1C(=O)Nc1ccccc1,1,14,4,0.2,12%[57.1 µM],1.1,17%[57.1 µM],0%,-18%
CC(C)C[C@@H](CO)N1CCN(Cc2cccnc2)CCC1=O,2,12,-4,-0.4,-6%&-8%,4.0,-2%&-2%,4%,17%
CC1CCN(c2c(NCc3ccc(C(=O)NCc4ccccc4)cc3)c(=O)c2=O)CC1,-2,18,-1,-0.2,1%,-1.4,10%,5%,-8%
O=C(Cc1ccccc1)N(c1ccc(F)cc1)C1C=CS(=O)(=O)C1 (centres undefined),-2,9,0,0.3,-2%,-0.1,14%,2%,-1%
CCc1cc(=O)oc2c3c(cc(OCC(=O)NCCCC(=O)O)c12)OC(C)(C)CC3,-1,1,-1,-0.1,452%[activator],0.9,?,-2%,-3%
O=C(Cn1cc([N+](=O)[O-])ccc1=O)NC1CCCCC1,-3,6,7,0.1,-5%,0.0,19%,-6%,1%
CCc1ccc(NC(=O)C2CCCN(S(=O)(=O)c3c(C)[nH]c(=O)[nH]c3=O)C2)cc1 (centres undefined),1&1,-16,14&5,0.3&0.4,-2%&-4%,1.7&0.8,7%&1%,0%&4%,-18%&-5%
S=C1N(c2ccccc2)CN(CCN2CCOCC2)CN1c1ccccc1,-5,0,-2,-0.4,9%[57.1 µM],-0.9,2%[57.1 µM],5%,-5%
CCOC(=O)c1cccc(NC(=O)CSc2ncc3c(n2)-c2ccc(Cl)cc2N(Cc2ccccc2)S3(=O)=O)c1,-2,·,10,-0.5,3%[57.1 µM],0.5,8%[57.1 µM],0%,-19%
CCC(=O)C1CCCN(C(=O)c2ccc(OC3CCN(C(=O)c4cccnc4)CC3)cc2)C1 (centres undefined),-1,·,-3,-0.1,4%[57.1 µM],·,25%[57.1 µM],0%,-10%
CSCC[C@H](NC(=O)N1CCn2c1nc1ccccc12)C(=O)NCC1CCCO1 (some centres undefined),6,16,4,-0.6,-7%,0.2,-8%,-6%,-21%
O=C1C2ON(c3ccccc3)C(c3ccncc3)C2C(=O)N1c1ccc(Br)cc1 (centres undefined),0,-7,9,-0.6,6%,0.2,6%,-6%,-22%
CCOC(=O)c1cnc(SC)nc1Oc1cccc(NS(=O)(=O)c2ccc(Cl)cc2)c1,1,9,6,-0.7,11%[57.1 µM],0.1,11%[57.1 µM],2%,-16%
COc1cc(N)ccc1C(=O)O,2,6,6,0.1,-1%[57.1 µM],1.1,-5%[57.1 µM],-10%,-20%
CCOC(=O)C1CCCN(C(=O)CSCc2ccccc2)C1 (centres undefined),2,4,-2,0.1,2%,0.3,7%,8%,-14%
NC(=O)c1ccc(NC(=O)CN2CCOCC2)cc1,-4,-6,-16,1.4,4%,0.2,41%,-4%,2%
COc1ccc(NC(=O)c2cccc3ccccc23)cc1,8,-4,6,1.2,6%,-0.7,9%,7%,-21%
CC(Oc1ccccc1)c1ccnc(N)n1 (centres undefined),6,-6,-5,-1.3,1%,-0.5,15%[57.1 µM],-3%,2%
COC(=O)Cc1c(C)c2ccc(O)c(CN3CCCC(C)C3)c2oc1=O (centres undefined),8,24,2,0.0,·,-0.4,139%[activator][57.1 µM],-1%,-18%
Cn1c(=O)[nH]c(=O)c2c1nc(SCC(=O)O)n2CCc1ccccc1,-3,-4,0,-1.8,-4%,0.2,-8%,-1%,-14%
CCOC(=O)C(Cc1ccccc1)(NC(C)=O)C(=O)OCC,0,0,-3,0.0,9%[2.29 µM],-0.2,-1%[2.29 µM],0%,-5%
Cc1ccc(CNC(=O)CSc2nc3ccsc3c(=O)n2-c2ccc(C(=O)O)cc2)cc1,-2,·,-3,0.0,6%[57.1 µM],0.0,14%[57.1 µM],-12%,-5%
O=C(O)c1cnn2c(-c3ccccc3)ccnc12,-5,-9,2,0.7,3%,0.5,18%,3%,-10%

A run of entries from further up, for reference:
smiles,PI4K2A block,D2 antag,TRHR PAM,TRHR ag,TrxR1 substrate,D2 agonist,TrxR1 inh,IDH1 R132H inh,USP1-UAF1 inh
O=C(Cn1cc([N+](=O)[O-])ccc1=O)NC1CCCCC1,-3,6,7,0.1,-5%,0.0,19%,-6%,1%
CCc1ccc(NC(=O)C2CCCN(S(=O)(=O)c3c(C)[nH]c(=O)[nH]c3=O)C2)cc1 (centres undefined),1&1,-16,14&5,0.3&0.4,-2%&-4%,1.7&0.8,7%&1%,0%&4%,-18%&-5%

Later entries
smiles,PI4K2A block,D2 antag,TRHR PAM,TRHR ag,TrxR1 substrate,D2 agonist,TrxR1 inh,IDH1 R132H inh,USP1-UAF1 inh
CCc1ccc(NC(=O)C(=O)NCCN2CCN(S(=O)(=O)c3ccccc3)CC2)cc1,2,-3,-6,0.0,4%,0.2,17%,9%,-15%
[O-][N+]1=C2CCC/C(=N\O)C2=NC12CCCCC2,1,-1,-4,0.7,10%[57.1 µM],1.4,-4%,2%,?
O=C(Nc1c2c(nn1-c1cccc(Cl)c1)CS(=O)(=O)C2)c1cccs1,2,-3,-1,-0.7,4%,-0.3,17%,17%,-12%
COc1ccc(CCNC(=O)c2cc(CC(C)C)on2)cc1OC,0,8,9,-0.5,16%[57.1 µM],0.2,11%[57.1 µM],10%,-23%
CCSc1nc2c(c(=O)[nH]c(=O)n2C)n1CC(O)COc1ccccc1C (centres undefined),7,-12,-1,-0.9,2%,-0.4,16%,7%,-10%
Cc1ccc(-n2c(Cc3cccn3C)nnc2SCC(=O)Nc2cc(C)on2)cc1,1,10,3,-0.7,-1%,0.1,-22%,6%,-1%
CN(C)C(=O)CSc1n[nH]c(-c2ccco2)n1,0,-2,5,-0.2,6%[57.1 µM],-0.5,4%[57.1 µM],-14%,-12%
Nn1c(SCC(=O)NC2CCS(=O)(=O)C2)nnc1-c1cccs1 (centres undefined),-6,-1,-1,0.1,10%,-0.2,20%,1%,-13%
CC1CN=C(N(C(=O)Nc2ccccc2)c2ccc(F)cc2)S1 (centres undefined),-2,-4,7,1.6,7%,-0.4,14%,2%,-21%
CCOC(=O)c1[nH]c(C)c(CCC(=O)N2CCN(c3cccc(OC)c3)CC2)c1C,-1,·,-3,-0.2,-4%[57.1 µM],-0.2,3%[57.1 µM],-5%,?
O=C(CSc1ncn(-c2ccccc2)n1)Nc1ccc2c(c1)OCO2,0,-1,1,-1.0,7%[57.1 µM],0.4,6%[57.1 µM],2%,-15%
COc1ccc2c(c1)CCC1=C2NC(=S)NC1c1ccc(N(C)C)cc1 (centres undefined),-3,25,-18,0.2,2%[57.1 µM],-1.5,25%[57.1 µM],17%,-22%
O=C1c2ccccc2C(=O)N1CCCCSc1nc2ccccc2c(=O)n1CCCN1CCOCC1,3,9,6,-1.7,-2%[57.1 µM],-0.9,4%[57.1 µM],0%,-19%
CCOC(=O)c1c(S(=O)(=O)N2CCC(C(=O)NCc3cccc(OC)c3)CC2)c(C)n(C)c1C,-1,·,-4,-0.7,3%[57.1 µM],0.0,14%[57.1 µM],11%,?
O=C(O)c1ccc(Nc2nc3ccc(Cl)cc3[nH]2)cc1,-7,8,-4,0.1,4%[57.1 µM],10,15%[57.1 µM],-6%,-2%
O=Cc1cc2c(cc1[B-](F)(F)F)OCO2,1,·,·,·,-4%,·,11%,-5%,-1%
C/C(Cl)=C/Cn1c(SCc2ccc(Cl)cc2)nc2c1c(=O)[nH]c(=O)n2C,-9,2,21,-0.3,7%,-1.3,26%,5%,-1%
CCC(c1nnc(SCC(=O)Nc2c(F)cccc2F)n1Cc1ccccc1)N(C)C (centres undefined),-2,0,-1,1.4,-1%,-0.2,8%,0%,-12%
Cc1ccc(NC(=O)COC(=O)CN2C(=O)NC3(CCCC3)C2=O)cc1F,-3,14,4,-1.0,-13%,-0.8,-10%,0%,1%
COc1ccccc1N(CC(=O)NC(C)(C)C)C(=O)CCC(=O)Nc1ccccn1,-1,14,8,0.6,0%,0.4,10%,1%,-19%
CCOC(=O)c1c(C)[nH]c(C(=O)Nc2ccc(NC(C)=O)cc2)c1C,0,3,-2,0.4,-1%,1.6,-2%,1%,-10%
CC(C)CCNC(=O)c1ccc2c(c1)N(Cc1cccc(Cl)c1)C(=O)c1ccccc1S2,-7,·,-1,0.6,1%[57.1 µM],-0.1,13%[57.1 µM],-10%,-5%
CC(=O)Nc1ccc(SCCN2CC[C@@H](C(C)(C)C)CCC2=O)cc1,2,12,2,-0.3,-2%&-1%,-0.7,58%&68%[activator],0%,?
COc1ccc(CSc2nc3ccccc3c(=O)[nH]2)cc1F,2,-2,2,0.0,1%,-2.2,2%,-4%,-17%
CCOC(=O)c1c(C)[nH]c(C(=O)/C(C#N)=C/c2ccc(OC)c(OC)c2)c1C,2,0,6,7.4,-9%,6.0,-21%,4%,1%
O=C(Nc1cccc(O)c1)c1ccccc1,-6,-7,1,0.1,-1%,-0.1,17%,0%,-6%
CCCCC(=O)NC(=S)Nc1nnn(CCC)n1,56,-1,3,-0.8,6%[57.1 µM],-0.4,-7%[57.1 µM],9%,-16%
